Screening results as filed in PubChem BioAssay.
POLI inh = blocks human DNA polymerase iota activity. hit rate 1% among 390,000. Pol iota fluorescent replication assay, 10 min. Potency, µM (series often up to 115 µM), without a hit: top-dose activity, negative = inhibition, actives largely listed as inhibitors; note: potency is the fitted concentration of half-maximal effect
Target sequence (Q9UNA4 whole entry, looked up): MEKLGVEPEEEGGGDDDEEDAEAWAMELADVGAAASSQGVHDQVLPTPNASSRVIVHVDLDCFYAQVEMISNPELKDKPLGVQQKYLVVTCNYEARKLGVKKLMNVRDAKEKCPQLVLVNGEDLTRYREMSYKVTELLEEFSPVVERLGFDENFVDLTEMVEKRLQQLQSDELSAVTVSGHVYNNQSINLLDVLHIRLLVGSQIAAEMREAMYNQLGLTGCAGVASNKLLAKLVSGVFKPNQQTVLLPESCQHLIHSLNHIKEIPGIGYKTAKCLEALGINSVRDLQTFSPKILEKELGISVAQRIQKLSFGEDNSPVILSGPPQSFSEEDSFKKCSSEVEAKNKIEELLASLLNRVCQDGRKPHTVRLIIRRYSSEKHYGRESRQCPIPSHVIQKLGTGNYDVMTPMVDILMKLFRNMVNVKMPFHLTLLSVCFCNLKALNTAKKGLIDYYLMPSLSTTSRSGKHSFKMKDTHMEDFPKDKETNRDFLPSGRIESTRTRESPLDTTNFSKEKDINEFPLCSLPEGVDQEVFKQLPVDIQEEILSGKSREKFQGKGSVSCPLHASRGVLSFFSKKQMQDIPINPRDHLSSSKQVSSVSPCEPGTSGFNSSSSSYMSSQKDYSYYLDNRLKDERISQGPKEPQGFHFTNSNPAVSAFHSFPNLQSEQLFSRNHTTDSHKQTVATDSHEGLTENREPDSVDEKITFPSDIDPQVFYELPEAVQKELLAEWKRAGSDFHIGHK
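Fluorescent replication assay read twice, at 0 min and 10 min after adding 50 nM (final) substrate. Enzyme (10 nM) and compounds were first incubated 15 min at room temperature; enzyme-free buffer wells were negative controls.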
Apoferritin bind = candidate novel general anesthetic via apoferritin binding. Potency, µM (doses to about 77.5 µM), without a hit: at the top dose activity change, negative = displacement, actives largely listed as inhibitors. apoferritin/1-aminoanthracene competitive binding, fluorescence. AID 485281. hit rate 0.074% among 350,000; note: potency is the fitted concentration of half-maximal effect; % is set by controls: 0 for no effect and ±100 for the full control effect; nearly all actives have a fitted effect of over 20% in size
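Read-out: endpoint 1-AMA fluorescence, excitation 380 nm and emission 535 nm, after compounds sit 10 min at room temperature with 10 uM horse-spleen apoferritin in 50% saturated 1-AMA/PBS. Values come from four-parameter Hill fits.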
APEX1 inh = APE1 (human) endonuclease inhibition. P27695. recombinant APE1, TAMRA/BHQ-2 abasic DNA cleavage fluorescence. Potency, µM (series often up to 65.8 µM), for the others: top-dose activity change, negative = inhibition, hits mostly inhibitors. hit rate 0.35% among 350,000. AID 2517;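 note: potency is the fitted concentration of half-maximal effect; plate controls were vehicle for no effect and reference inhibitor for full effect; nearly all actives have a fitted effect of over 55% in size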
Target sequence (P27695 whole entry, looked up): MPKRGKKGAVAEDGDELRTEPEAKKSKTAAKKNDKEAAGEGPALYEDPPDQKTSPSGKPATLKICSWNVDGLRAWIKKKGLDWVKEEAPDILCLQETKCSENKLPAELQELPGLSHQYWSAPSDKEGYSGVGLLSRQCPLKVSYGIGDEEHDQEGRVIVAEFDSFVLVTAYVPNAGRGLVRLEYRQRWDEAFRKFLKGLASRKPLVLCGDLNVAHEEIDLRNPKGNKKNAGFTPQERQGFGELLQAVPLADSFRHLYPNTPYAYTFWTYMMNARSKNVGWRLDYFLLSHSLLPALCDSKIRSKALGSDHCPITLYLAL
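0.75 nM APE1 + cpd, 15 min RT; start w/ 50 nM TAMRA/BHQ-2 THF-abasic dsDNA; kinetic fluor 525/598 nm ×3 reads @60 s; Δ(read3−read1); normalized to DMSO and NSC13755 control wells.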
Pol eta inh = DNA polymerase eta (human) inhibition; recombinant Pol eta, fluorescent DNA replication assay; Potency, µM (highest dose often 114 µM), inactives show at the top dose activity change, negative = inhibition, most hits filed as inhibitors; hit rate 1.2% among 390,000; AID 588591; note: potency is the fitted concentration of half-maximal effect; % is set by controls: 0 for no effect and ±100 for the full control effect
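Pol eta (10 nM) was preincubated with compounds for 15 min at room temperature, after which fluorescent replication substrate (50 nM final) was added to start the reaction. Fluorescence was read kinetically at 0 and 10 min.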
POLB inh = blocks human DNA polymerase beta activity; P06746; Pol beta primer extension/strand displacement, fluorescence kinetic; Potency, µM (doses to about 114 µM), without a hit: top-dose activity change, negative = inhibition, most hits filed as inhibitors; hit rate 1.3% among 340,000; AID 485314; note: potency is the fitted concentration of half-maximal effect; % is set by controls: 0 for no effect and ±100 for the full control effect
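Homogeneous kinetic assay of primer extension and strand displacement by 10 nM Pol beta, preincubated 15 min at room temperature with compound before 50 nM substrate (final) was added. Read at 0 and 10 min; four-parameter Hill fit.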
BLM helicase inh = Bloom syndrome helicase (human) inhibition; hit rate 0.2% among 350,000; recombinant BLM DNA unwinding, fluorescence dequenching; Potency, µM (doses to about 56.1 µM), inactives show at the top dose activity change, negative = inhibition, actives largely listed as inhibitors; P54132;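 note: potency is the fitted concentration of half-maximal effect; plate controls were vehicle for no effect and no enzyme for full effect; nearly all actives have a fitted effect of over 35% in size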
Tb PGK inh = blocks T. brucei phosphoglycerate kinase; PGK/GAPDH coupled, Kinase-Glo luminescence, 60 min; AID 602233; Potency, µM (doses to about 57.5 µM), without a hit: top-dose activity change, negative = inhibition, actives largely listed as inhibitors; hit rate 0.043% among 380,000; note: potency is the fitted concentration of half-maximal effect; % is set by controls: 0 for no effect and ±100 for the full control effect; nearly all actives have a fitted effect of over 60% in size
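Recombinant glycosomal PGK reaction used 1,3-bisphosphoglycerate generated in-well by GAPDH (100nM final) in 100mM TEA pH 7.6, 5mM MgCl2, 0.01% Tween-20. After 60 minutes at room temperature, ATP was read by Kinase-Glo Plus luminescence end-point.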
RXFP1 antagonist = RXFP1 (human) relaxin receptor antagonism | Q9HBX9 | HEK293-RXFP1, relaxin-stimulated cAMP HTRF, 30 min; active compounds read low | activity change, negative = inhibition, % at 57.5 µM | hit rate 0.59% among 350,000 | AID 1259400;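 active = activity change of -60% or lower, but not beyond a set lower limit; inconclusive = change between -60% and -40%, or beyond the set limit; inactive = change above -40%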; note: % is set by controls: 0 for no effect and ±100 for the full control effect
Pol kappa inh = inhibitors of human DNA polymerase kappa. purified Pol kappa, fluorescent DNA synthesis assay, 10 min. Potency, µM (top dose mostly 107 µM), for inactives: at the highest dose activity, negative = inhibition, actives largely listed as inhibitors. hit rate 0.53% among 400,000. AID 588579; note: potency is the fitted concentration of half-maximal effect; % is set by controls: 0 for no effect and ±100 for the full control effect
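10 nM Pol kappa was preincubated with compounds for 15 min at room temperature. Reaction started with 50 nM (final) substrate. Fluorescence read kinetically at 0 and 10 min.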
Numbers without * were called inactive; i = inactive; u = inconclusive; x = not tested or not shown; [ ] = dose if it differs, or a comment. Unless noted, calls come from the whole dose curve; as a rule, active = well fitted curve in the direction sought with a large enough effect; inconclusive = small, poorly fitted or top-dose-only effect, or another doubt; inactive = no such curve, though single readings can be large; an effect the other way counts as inactive or inconclusive. The list is partial. The share of hits here may be higher or lower than overall.

SMILES | POLI inh | Apoferritin bind | APEX1 inh | Pol eta inh | POLB inh | BLM helicase inh | Tb PGK inh | RXFP1 antagonist | Pol kappa inh
O=C(OCC(=O)N1CCCCCC1)c1cccnc1Cl | -17.7% | x | 28.6% | -6.1% | x | x | 6.8% | 1.5 | 2.6%
Nc1ccc2ncccc2c1 | 73.4%[activator] | -2.1% | -7.8% | -4.0% | 6.3% | -10.1% | 5.9% | 22.7 | -16.6%
CCOC(=O)N1CCN(c2nc(SC)nc3sc4c(c23)CC(C)(C)OC4)CC1 | 10.0% | -3.6% | -2.9% | -16.4% | -29.3% | -1.0% | -8.7% | -0.4 | -6.8%
O=C(O)CCC(=O)N1CCc2cc(S(=O)(=O)N3CCCCC3)ccc21 | 8.6% | -13.6% | 6.4% | -6.5% | 35.1% | -3.0% | 2.1% | -3.9 | -11.0%
C#CCNC(=O)C1=C[C@H](C2CCCCC2)C[C@H](OCc2ccc(CO)cc2)O1 | 30.5% | u | 3.7% | -25.6% | 1.4% | -13.3% | -2.2% | x | 3.7%
CN(C)c1ccc(S(=O)(=O)NCC(=O)NCCOc2ccccc2F)cc1[N+](=O)[O-] | 22.0% | x | -18.5% | -9.9% | x | x | -6.3% | -7.5 | -7.1%
C=CCn1c(SCc2c(C)noc2C)nnc1C1COc2ccccc2O1 (stereo not drawn) | 4.4% | -4.3% | -2.7% | -15.5% | 6.3% | -8.5% | -10.4% | 11.9 | -6.2%
CN=c1scc(-c2ccccc2Br)n1/N=C/c1ccc[nH]1 | x | u | 0.2% | x | -0.1% | -5.2% | x | x | x
Cc1cc2nc(C3CCCN(C(=O)NCc4ccccc4)C3)[nH]c2cc1C (stereo not drawn) | u | -9.5% | 13.1% | -12.4% | 21.2% | -3.8% | -1.8% | -6.3 | 3.1%
Cc1ccc(C)c(C(=O)CSc2n[nH]c(C(C)C)n2)c1 | -0.2% | -14.5% | -1.2% | -8.7% | 23.4% | -2.5% | i | -14.9 | 2.8%
CCOc1ccc(C(=O)CC(NCc2cccs2)C(=O)O)cc1 (stereo not drawn) | u | -9.0% | u | -8.3% | 0.0% | -3.4% | -0.7% | -19.3 | 2.5%
CCOC(=O)Cc1csc(Nc2ccc(Cl)cc2)n1 | -5.1% | -2.7% | -6.3% | -9.4% | -13.8% | 0.7% | -1.0% | 6.5 | -4.7%
COc1cccc(CN(C(=O)c2cc3ccccc3oc2=O)C2CCS(=O)(=O)C2)c1 (stereo not drawn) | 47.2%[activator] | -10.0% | 88.2%[activator] | -9.2% | 11.1% | 1.0% | -1.8% | -29.5 | 12.4%
Cc1ccc(C)c(NC(=S)NCC(c2ccccc2)N(C)C)c1 (stereo not drawn) | 42.2%[activator] | -0.6% | 3.3% | -7.4% | 9.2% | -11.0% | -0.9% | 12.2 | 3.0%
COc1ccc(CC(=O)n2nc(-c3ccccc3)nc2NCc2ccco2)cc1 | -2.0% | -13.0% | 4.0% | 0.7% | -9.4% | -1.3% | -4.0% | -10.4 | -1.9%
O=C(c1ccco1)N1CCN(CCCCN2C(=O)c3ccccc3C2=O)CC1 | -1.4% | -12.7% | -2.2% | -10.3% | 26.4% | 0.9% | i | -4.8 | 5.2%
CCOc1ccc(NC(=O)CN(C)C(=O)C(C)N2C(=O)c3ccccc3C2=O)cc1OCC (stereo not drawn) | 7.4% | x | 6.9% | 3.7% | x | x | -3.5% | -0.7 | -1.4%
COc1ccc(CCNC(=O)CCN2C(=O)[C@@H]3Cc4ccccc4CN3C2=O)cc1OC | 13.5% | -8.1% | 12.3% | -18.3% | 27.9% | -1.5% | 10.5% | 3.9 | -2.0%
Cc1cccc(N2CCN(C(=O)C3CCC(CNS(=O)(=O)c4ccc(Br)s4)CC3)CC2)c1C (stereo not drawn) | 13.0% | -7.5% | x | -6.4% | 1.8% | -3.0% | -1.4% | -9.9 | -22.8%
O=C1C2C3C=CC(C4CC34)C2C(=O)N1Cc1ccccc1 (stereo not drawn) | 32.0%[activator] | u | -1.2% | -22.2% | 1.1% | 2.8% | i | -15.6 | -4.3%
CCOc1ccc(NC(=O)COc2ccc(C(=O)NCc3cccnc3)cc2OC)cc1 | -3.2% | x | -4.4% | -14.9% | x | x | 10.0% | -1.5 | -15.4%
COCC(=O)N(C)c1nnc(-c2cnccn2)s1 | 13.7% | -7.5% | -0.3% | -0.9% | 89.6% | 0.1% | -4.8% | 0.5 | -9.4%
CCn1c(CC(=O)Nc2ccc(C)cc2)nnc1SCC(=O)N1CCN(c2ccccc2)CC1 | 4.0% | -0.2% | 1.3% | -3.8% | 3.2% | -2.4% | -9.1% | -7.9 | 2.5%
CC(CC(=O)OCC(=O)Nc1ccc2[nH]c(=O)[nH]c2c1)c1ccccc1 (stereo not drawn) | u | x | -21.1% | u | x | x | -0.9% | 8.3 | -14.1%
Cn1c(=O)n(Cc2ccc(Cl)cc2)c2ccccc21 | 32.0%[activator] | -14.3% | 4.4% | -0.8% | -0.7% | -2.8% | i | -16.9 | -14.1%[60.1 µM]
Cc1cc2c(cc1S(=O)(=O)N1CCN(c3cccc(C(F)(F)F)c3)CC1)OCC(=O)N2 | 15.8% | -18.8% | -6.1% | -9.0% | 32.8% | -10.1% | -6.6% | -0.6 | -0.8%
Cc1cc(C)c(NC(=O)c2cn3c4c(c(N5CCN(C)CC5)c(F)cc4c2=O)OCC3C)c(C)c1 (stereo not drawn) | 24.5% | -5.9% | 5.1% | -17.1% | 0.5% | 1.4% | -3.8% | x | 0.9%
COc1cccc(C(=O)NC(=O)Nc2cc(C)[nH]n2)c1 | 26.0% | 1.6% | -0.4% | -16.5% | 8.0% | 0.7% | 0.3% | -11.7 | 3.2%
CC(=O)N1CCC(N(Cc2ccco2)C(=O)Nc2ccc(Br)cc2F)CC1 | 9.3% | -7.1% | x | -21.1% | 32.2% | -0.7% | -2.9% | -17.0 | 4.8%
CC(=O)NS(=O)(=O)c1ccc(NC(=O)COc2cccc3c2OC(C)(C)C3)cc1 | 24.2% | x | 20.6% | -8.9% | x | x | -1.2% | -7.0 | 13.5%

Compounds from the list above that have a COOH group:
SMILES | POLI inh | Apoferritin bind | APEX1 inh | Pol eta inh | POLB inh | BLM helicase inh | Tb PGK inh | RXFP1 antagonist | Pol kappa inh
O=C(O)CCC(=O)N1CCc2cc(S(=O)(=O)N3CCCCC3)ccc21 | 8.6% | -13.6% | 6.4% | -6.5% | 35.1% | -3.0% | 2.1% | -3.9 | -11.0%
CCOc1ccc(C(=O)CC(NCc2cccs2)C(=O)O)cc1 (stereo not drawn) | u | -9.0% | u | -8.3% | 0.0% | -3.4% | -0.7% | -19.3 | 2.5%

Continued:
SMILES | POLI inh | Apoferritin bind | APEX1 inh | Pol eta inh | POLB inh | BLM helicase inh | Tb PGK inh | RXFP1 antagonist | Pol kappa inh
COc1cccc(CN2CCN(C(=O)C3CCC(=O)N(C4CCCC4)C3)CC2)c1 (stereo not drawn) | 2.2% | -3.4% | 2.9% | -7.9% | 9.4% | -1.2% | -1.2% | 27.4 | -0.4%
CCc1nc2cccnc2n1-c1ccc(CC(=O)Nc2ccccc2Cl)cc1 | -2.6% | 3.8% | x | 1.9% | 0.8% | -1.1% | -1.9% | -14.1 | -14.6%
CNCc1ccccc1OCC(=O)Nc1ccccc1OC | 2.8% | -7.4% | 7.1% | 2.9% | u | 4.4% | 0.6% | 0.8 | 0.3%
Cc1cc(Cl)cc(Br)c1OCCCN1C(=O)NC(C)(C)C1=O | 6.0% | u | 1.9% | -15.2% | 5.4% | -6.3% | -5.4% | 12.0 | -14.9%
CC(NC(=O)C(=O)NCC1CCCO1)c1ccccc1 (stereo not drawn) | 150.9%[activator] | -9.2% | -0.7% | -6.8% | 15.6% | -0.5% | -1.7% | 1.7 | -2.8%
Cn1cccc1/C=N/NC(=O)c1cccc(OC(F)(F)C(F)F)c1 | 179.8%[activator] | -5.7% | -5.3% | -7.3% | -18.3% | -3.3% | i | -4.0 | -9.4%
CCOc1cc(C(=O)NCc2ccccc2)ccc1OCC(=O)N1CCCCC1 | u | x | -7.8% | 5.1% | x | x | 0.1% | 10.1 | -11.0%
Cn1c(=O)n(C)c2cc(NS(C)(=O)=O)ccc21 | 4.8% | -8.0% | 7.7% | -11.3% | 17.0% | -3.0% | -8.0% | 11.2 | -8.3%
Cc1cccc(NCc2ccc([N+](=O)[O-])s2)c1 | 89.5%[activator] | 15.8µM* | -12.3% | -25.3% | 1.1% | -4.0% | i | -6.0 | -9.3%
COc1ccc(S(=O)(=O)CCC(=O)N2CCN(c3cccc(Cl)c3)CC2)cc1 | -3.9% | -8.4% | 4.4% | -9.5% | -27.4% | -0.1% | -1.7% | -18.4 | -2.8%
CCN1CCN(C(c2ccc(OC)cc2)c2c(O)cc(C)n(Cc3ccco3)c2=O)CC1 (stereo not drawn) | 20.4% | -1.8% | x | -13.2% | 7.1% | -4.4% | 9.2% | -30.0 | -10.5%[60.1 µM]
O=C1/C(=C/c2ccc(F)cc2)CCC1C1CCCC1 (stereo not drawn) | 118.0%[activator] | -15.7% | 3.9% | -3.4% | 49.7% | 2.1% | i | -3.8 | -11.0%
CCCNC(=O)CCCN1C(=O)CCn2nc(-c3cccn3C)cc21 | 30.4%[activator] | 3.5% | x | -15.2% | 7.9% | 1.9% | -8.8% | 1.4 | -7.9%[60.1 µM]
Cc1ccc(S(=O)(=O)c2nnn3c2nc(N2CCN(c4ccccn4)CC2)c2ccccc23)cc1 | -20.2% | -12.7% | 14.7% | -13.6% | 22.4% | -1.0% | -1.7% | 5.1 | -15.0%
CCCCCCNC(=O)Cc1nc2nc(C)cc(C)n2n1 | -0.7% | u | -2.4% | -10.0% | 18.4% | -0.6% | -8.7% | -19.8 | -8.0%
CC(C)CC(=O)OCc1cc(=O)n2nc(C3CCCCC3)sc2n1 | -9.5% | -11.1% | x | -12.3% | 49.9% | -1.5% | 6.8% | x | 8.9%
CCCc1ccc(-c2ccc(C(=O)Oc3ccc(Br)cc3)cc2)nc1 | -1.1% | 48.7%[activator] | x | -4.9% | 11.1% | -0.3% | 8.4% | -2.1 | -16.1%
